NPC1 prom act = qHTS Assay for NPC1 Promoter Activators | AID 485313, 2010 | actives 2.4% (n = 320,000) | Huh7 NPC1 promoter luciferase reporter, 24 h | Potency, µM (titrated, usually from 9.22 µM), for the others: at the top dose activation, most hits filed as activators;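 also: % of control where 0% means no effect; nearly all actives have a fitted effect of over 60% in size; reporter is driven by a mutant NPC1 promoter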
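Stably transfected Huh7 (NPC1 promoter→luciferase), 1500 cells/well in Opti-MEM + 10% FBS, 2 h settle, then compound 24 h at 37 °C. Luminescence after 10 min with Amplite reagent.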
MLL CXXC-DNA inh = qHTS Fluorescence Polarization Assay for Inhibitors of MLL CXXC domain - DNA interaction. Histone-lysine N-methyltransferase 2A (Homo sapiens), Q03164. MLL-CXXC / FITC-HOXA9 DNA fluorescence polarization. Potency, µM (doses to about 115 µM), for inactives: top-dose activity change, negative = inhibition, usual class: inhibitors. actives 0.037% (n = 290,000); active = well fitted inhibition curve with a large enough effect in the polarisation, with a control signal flat, not every such curve was filed as active; inconclusive = small, poorly fitted or top-dose-only effect, or effect the other way, or a change in a side signal; inactive = no such curve, though single readings can be large or run the other way; the % refers to the polarisation
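Steps: dispense CXXC domain solution (7 uM) → pin compounds or unlabeled HOX-A9 DNA control → 5 min ambient → add FLSN-HOX-A9 solution (50 nM) → spin → 30 min ambient → fluorescence polarization. Tris pH 7.5/NaCl/DTT/BSA buffer.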
uPA surface inh = qHTS for Inhibitors of Cell Surface uPA Generation; cell surface uPA generation assay, qHTS; Potency, µM (series often up to 38.3 µM), for the others: at the top dose activity change, negative = inhibition, most hits filed as inhibitors; actives 0.31% (n = 330,000); active = well fitted inhibition curve with a large enough effect; inconclusive = small, poorly fitted or top-dose-only effect; inactive = no such curve, though single readings can be large or run the other way; tested in mouse RAW 264.7 cells; also: % is scaled to controls: 0 for no effect and ±100 for the full control effect; nearly all actives have a fitted effect of over 55% in size
Rab9 prom act = qHTS Assay for Rab9 Promoter Activators | Huh7 Rab9 promoter-luciferase reporter, luminescence, 24 h | Potency, µM (doses to about 9.22 µM), for inactives: at the top dose activation, negative = inhibition, hits mostly activators | actives 2.8% (n = 320,000); also: % of control where 0% means no effect; nearly all actives have a fitted effect of over 60% in size
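Quantitative HTS format; Huh7 Rab9-luciferase reporter cells (1500/well) receive compound 2 h post-plating, incubate 24 h at 37 °C, then get luciferase reagent for 10 min before luminescence reading.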
p53 reactivator = qHTS assay for re-activators of p53 using a Luc reporter; H1299 p53-A138V BP100-luciferase reporter, luminescence, 24 h; Potency, µM (doses to about 92.2 µM), without a hit: at the highest dose activity change, positive = activation, usual class: activators; actives 0.063% (n = 320,000); also: % of control where 0% means no effect; nearly all actives have a fitted effect of over 45% in size
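H1299 (p53-null), stable ts p53-A138V + BP100-Luc; 1000 cells/well, Opti-MEM/10% FBS; cpd 4 pt, 1:5; 24 h, 37 deg C, 5% CO2; detection reagent 10 min RT; luminescence.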
MBNL1 CUG block = qHTS Assay for Inhibitors of MBNL1-poly(CUG) RNA binding; Muscleblind-like protein 1 (Homo sapiens), Q9NR56; TR-FRET MBNL1-His/biotin-(CUG)12 binding, 665/545 ratio; Potency, µM (highest dose often 57.5 µM), inactives show at the top dose activity change, negative = inhibition, hits mostly inhibitors; actives 0.036% (n = 280,000); AID 2675, 2010; active = well fitted inhibition curve with a large enough effect in the signal ratio, with a control signal flat, not every such curve was filed as active; inconclusive = small, poorly fitted or top-dose-only effect, or effect the other way, or a change in a side signal; inactive = no such curve, though single readings can be large or run the other way; the % refers to the signal ratio; also: % is scaled to controls: 0 for no effect and ±100 for the full control effect
Target sequence (Q9NR56 whole entry, looked up): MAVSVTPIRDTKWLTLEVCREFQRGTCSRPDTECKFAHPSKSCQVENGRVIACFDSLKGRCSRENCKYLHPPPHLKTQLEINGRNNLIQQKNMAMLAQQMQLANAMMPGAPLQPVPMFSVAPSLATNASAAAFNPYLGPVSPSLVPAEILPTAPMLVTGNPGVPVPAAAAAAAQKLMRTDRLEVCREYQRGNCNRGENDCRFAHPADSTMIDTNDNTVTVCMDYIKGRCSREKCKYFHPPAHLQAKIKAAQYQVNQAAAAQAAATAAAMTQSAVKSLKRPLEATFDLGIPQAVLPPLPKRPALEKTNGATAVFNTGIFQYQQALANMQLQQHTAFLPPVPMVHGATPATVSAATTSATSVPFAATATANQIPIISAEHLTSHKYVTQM
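TR-FRET between His-tagged MBNL1 and biotin-(CUG)12 RNA, detected with Tb anti-His antibody (0.055 ng/ul) and streptavidin-XL665 (5 nM), 60 min at room temperature. Compounds titrated 92 nM to 58 uM; 665/545 nm ratio normalized to buffer and complex controls.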
VP16 counter = VP16 counterscreen qHTS for inhibitors of ROR gamma transcriptional activity; AID 2546, 2010; Potency, µM (doses to about 53.6 µM), for inactives: at the top dose activity, negative = inhibition, hits mostly inhibitors; actives 3.5% (n = 310,000); Drosophila S2 Gal4-VP16 UAS-luciferase, luminescence, 20 h;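 also: Gal4-VP16 expression switched on by copper sulfate through the metallothionein promoter; % is scaled to controls: 0 for no effect and ±100 for the full control effect; nearly all actives have a fitted effect of over 50% in size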
RORg inh = qHTS for inhibitors of ROR gamma transcriptional activity; Potency, µM (top dose mostly 53.6 µM), inactives show top-dose activity change, negative = inhibition, hits mostly inhibitors; Nuclear receptor ROR-gamma (Mus musculus), P51450; Drosophila S2 Gal4-RORgamma UAS-luciferase reporter, 20 h; actives 5.4% (n = 310,000); also: % is scaled to controls: 0 for no effect and ±100 for the full control effect; nearly all actives have a fitted effect of over 60% in size
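Using a luciferase readout, inhibitors were identified by reduced reporter activity in Drosophila cells coexpressing a copper-inducible Gal4–ROR gamma fusion and UAS-driven Photinus luciferase, incubated 20 hr after 700 uM copper sulfate.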
FLuc modulator = qHTS profiling assay for firefly luciferase inhibitor/activator using purifed enzyme and Km concentrations of substrates (counterscreen for miR-21 project) | Potency, µM (highest dose often 57.5 µM), for the others: at the highest dose activity change, negative = inhibition, most hits filed as inhibitors | actives 6.9% (n = 360,000) | purified FLuc, Km substrates, luminescence inhibition | Luciferin 4-monooxygenase (Photinus pyralis), P08659;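 also: plate controls were vehicle for no effect and reference inhibitor for full effect; nearly all actives have a fitted effect of over 55% in size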
Target sequence (P08659 whole entry, looked up): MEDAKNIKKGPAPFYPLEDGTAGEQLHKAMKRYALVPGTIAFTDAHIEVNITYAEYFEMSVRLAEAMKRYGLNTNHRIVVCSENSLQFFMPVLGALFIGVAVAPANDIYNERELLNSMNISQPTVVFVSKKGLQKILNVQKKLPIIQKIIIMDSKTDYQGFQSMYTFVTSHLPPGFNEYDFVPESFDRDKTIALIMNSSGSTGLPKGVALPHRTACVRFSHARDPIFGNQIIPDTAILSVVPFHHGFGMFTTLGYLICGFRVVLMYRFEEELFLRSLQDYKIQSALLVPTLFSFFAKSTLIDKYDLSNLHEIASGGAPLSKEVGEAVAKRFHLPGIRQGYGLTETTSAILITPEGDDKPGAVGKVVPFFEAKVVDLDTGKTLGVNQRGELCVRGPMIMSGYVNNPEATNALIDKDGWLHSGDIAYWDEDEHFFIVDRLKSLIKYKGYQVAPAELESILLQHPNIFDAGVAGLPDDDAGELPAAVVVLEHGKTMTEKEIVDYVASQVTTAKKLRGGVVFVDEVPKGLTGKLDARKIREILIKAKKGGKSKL
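Purified P. pyralis luciferase (10nM final) with 10uM D-luciferin and 10uM ATP (Km levels) in 50mM Tris acetate pH 7.5, 10mM Mg acetate, 0.01% Tween-20, 0.05% BSA; qHTS 6-point titration, ~60 µM downward; luminescence read.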
ELG1 genotox = qHTS screen for small molecules that induce genotoxicity in human embryonic kidney (HEK293T) cells expressing luciferase-tagged ELG1. HEK293T ELG1-luciferase reporter, luminescence, 16 h. Potency, µM (series often up to 46 µM), inactives show at the top dose activity change, positive = activation, hits mostly activators. actives 1.3% (n = 330,000); also: % of control where 0% means no effect; nearly all actives have a fitted effect of over 60% in size
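Cells (2,000/well) expressing the ELG1-luciferase fusion are dosed by pin tool and kept 16 hr at 37 °C, 5% CO2. Signal comes from ONE-Glo luciferase reagent after 30 min at room temperature.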
BRCA1 expr up = qHTS Assay to Identify Small Molecule Activators of BRCA1 Expression; AID 624202, 2012; Potency, µM (highest dose often 46.1 µM), inactives show at the top dose activation, actives largely listed as activators; MCF7-BRCA1-FFLuc reporter, luminescence, 48 h; response scale: scaled: vehicle 0%, 10 µM genistein 100%; actives 1.1% (n = 380,000); also: nearly all actives have a fitted effect of over 80% in size; some results filed as inactive show a strong effect at the top dose
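48 h compound treatment of MCF7-BRCA1-FFLuc cells (phenol-red free MEM, 37 °C), then 15 min with luciferase substrate and luminescence imaging.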
Starred values were filed as active, the others as inactive; ? = inconclusive; / = no result given; [ ] = remark or other dose. Unless noted, calls follow the shape of the dose curve; as a rule, active = well fitted curve in the direction sought with a large enough effect; inconclusive = small, poorly fitted or top-dose-only effect, or another doubt; inactive = no such curve, though single readings can be large; an effect the other way counts as inactive or inconclusive. Potency is read from the fitted curve at half-maximal effect. Only part of the results is shown; count on the stated rates, not on these rows.

SMILES | NPC1 prom act | MLL CXXC-DNA inh | uPA surface inh | Rab9 prom act | p53 reactivator | MBNL1 CUG block | VP16 counter | RORg inh | FLuc modulator | ELG1 genotox | BRCA1 expr up
Cc1cc2cc(CN(CCN3CCOCC3)C(=O)Nc3ccccc3F)c(=O)[nH]c2cc1C | -0.5% | -0.2% | -10.4% | 10.0% | -5.8% | -13.4% | 7.0% | 27.6% | 4.4% | -3.4% | -14.2%
Cc1cc(-c2ccccc2C(=O)Nc2ccccc2O)on1 | -0.8% | -0.3% | -5.8% | -3.1% | -0.9% | -5.8% | -7.0% | 4.0% | 1.2% | 0.4% | -17.0%
Cc1cccc(OCC(O)Cn2c(=N)n(Cc3ccccc3)c3ccccc32)c1 (configuration not stated) | -5.0% | -9.0% | -13.2% | -8.3% | -11.3% | / | -18.6% | -19.5% | 0.9% | -13.0% | -50.7%
O=C(c1ccc(F)cc1Cl)N(Cc1ccco1)C1CCS(=O)(=O)C1 (configuration not stated) | 2.6% | / | -0.2% | 7.8% | -2.2% | / | / | / | / | 0.2% | 3.1%
CCOc1ccc(S(=O)(=O)Nc2ccc3c(c2)c2c(n3S(=O)(=O)c3ccc(OCC)cc3)CCCC2=O)cc1 | -9.1% | 10.7% | / | -1.6% | 1.4% | -10.2% | 5.0% | 5.6% | -1.9% | -0.2% | /
C=CCNC(=O)/C(C#N)=C\c1cc(Cl)c(O)c(OCC)c1 | -0.8% | 65.2%[activator] | -1.2% | -11.4% | 10.3% | 24.2% | -1.1% | 2.8% | 0.0% | 6.4% | -13.1%
CN(CCOc1ccccc1)CC(=O)Nc1ccc(Cl)cc1[N+](=O)[O-] | 0.4% | 3.3% | 3.2% | -1.8% | 1.9% | ? | -7.2% | -5.2% | -4.8% | 2.7% | -9.5%
CCN(CC)CCN(C(=O)c1cc(Cl)sc1Cl)c1nc2cc3c(cc2s1)OCO3 | 1.7% | 12.5% | 3.5% | 9.6% | 12.7% | -4.5% | 15.5% | ? | ? | 2.8% | -47.3%
COc1ccc(-c2cc3nc4ccccc4n3c(N)c2C#N)cc1 | 1.78µM* | -0.3% | 0.0% | 2µM* | 9.1% | / | ? | 32.2% | ? | 13.8% | 3.98µM*
COc1ccc(NC(=O)C2CCCN(c3nccc(C)n3)C2)cc1 (configuration not stated) | -1.1% | 4.4% | 2.0% | -10.2% | 1.6% | 9.0% | -3.2%[10 µM] | -21.3% | -0.7% | 0.6% | -13.4%
CCNC(=O)/C(C#N)=C/c1c(N2CCCCCC2)nc2ccccn2c1=O | -0.6% | ? | 4.2% | -5.6%[1.84 µM] | -1.3% | ? | -9.6% | 4.8% | 1.9% | -11.0% | -16.2%
CCCOc1ccccc1OCC(=O)Nc1cc(Cl)ccc1-n1cncn1 | 3.3% | / | 5.7% | -2.6% | -3.8% | / | / | / | -2.2% | -18.7% | -30.6%
N#Cc1c(N)n(CCOC(=O)c2ccc(Cl)cc2)c2nc3ccccc3nc12 | -3.4% | 6.5% | 3.5% | -1.8% | -16.3% | 11.5% | ? | -2.1% | -0.7% | -6.6% | -22.3%
Cc1ccc(OCc2nnc(SCC(=O)O)n2N)cc1 | -7.9% | 3.3% | 5.2% | 2.6% | 2.8% | -6.6% | -7.0% | -22.6% | -9.2% | -0.1% | 4.1%
Cc1c(Cc2ccccc2)c(=O)oc2cc(OC(=O)c3ccccc3)ccc12 | -5.3% | 62.0%[activator] | -1.0% | -3.3% | 9.5% | -1.4% | 15.7% | -24.0% | ? | 4.9% | -6.8%
COCCn1c(C)cc(C(=O)COC(=O)c2ccc(NC(=O)CC#N)cc2)c1C | 2.82µM* | -0.8% | 0.3% | 2.24µM* | ? | -1.0% | -0.1% | 11.5% | 10.7µM* | ? | 2.82µM*
CC1(C(=O)O)CCC(C(=O)Nc2ccc(OC(F)(F)Cl)cc2)C1(C)C (configuration not stated) | 0.3% | 22.6% | 9.9% | -4.1% | -3.1% | -6.7% | 4.1% | -2.3% | 1.5% | 2.9% | 9.9%
Cc1c(CCOC(=O)CC23CC4CC(CC(C4)C2)C3)sc[n+]1CC(=O)c1ccccc1 | -1.0% | -3.1% | ? | -6.8% | -11.6% | 3.1% | 4.47µM* | ? | 0.6% | 1.4% | -45.2%
CCCc1nnc(NC(=S)Nc2ccccc2)s1 | ? | -0.4% | -1.3% | 2.51µM* | 6.2% | -1.5% | 0.631µM* | 0.631µM* | ? | ? | 2.24µM*
Cc1oc(-c2cccc(C(F)(F)F)c2)nc1CN1CCOCC1 | 13.0% | 1.0% | 0.3% | ? | 12.7% | 12.2% | 5.01µM* | 0.794µM* | 26.9µM* | ? | 0.0%
Cn1cnnc1SCC(=O)c1ccc(OC(F)F)cc1 | 0.4% | ? | / | 6.6% | 3.5% | -2.2% | 12.1% | 1.0% | 6.2% | 1.8% | -1.1%
COc1ccc(NC(=O)c2cc(=O)[nH]c(=O)[nH]2)cc1S(=O)(=O)Nc1ccccc1Cl | -7.0% | -8.9% | -2.5% | 2.3% | -8.5% | 3.7% | 10.8% | -8.5% | -1.5% | 0.8% | -9.0%
CCN(Cc1ccccc1)C(=O)COC(=O)c1n[nH]c2ccccc12 | -1.5% | -0.6% | 2.1% | -1.4% | 3.1% | 10.6% | 11.4% | 13.3% | -15.3% | 2.1% | -1.4%
Cn1c(/C=C(\C#N)C(N)=S)ccc1-c1ccc(Br)cc1 | ? | 1.6% | ? | ? | -2.1% | 20.5% | ? | ? | -14.3% | ? | 4.3%
Fc1ccc(NC(=S)NCCc2ccccc2)c(F)c1F | 9.4% | 4.6% | -13.1% | -3.9% | 4.9% | -6.2% | -6.0% | -5.2% | -18.3% | -5.4% | -5.8%
COc1ccc(NS(=O)(=O)c2ccc(NC(=O)C3CCCO3)cc2)cc1 (configuration not stated) | -1.7% | -6.4% | 0.8% | 0.7% | 1.2% | -0.5% | -8.3% | 36.8% | -0.5% | 1.0% | -21.6%
COc1ccc(C(C)NC(=O)C2CCCO2)cc1OC (configuration not stated) | 2.8% | -5.6% | 6.8% | -4.4% | 0.6% | -11.2% | 3.2% | 0.4% | 0.5% | -0.1% | 0.4%
Cn1c(=O)[nH]c(=O)c2c1nc(Br)n2Cc1ccccc1F | -6.9% | 15.2% | -4.5% | 4.1% | 9.2% | -2.8% | -8.5% | -20.1% | 2.0% | 0.6% | -19.2%
Cc1ccc(Nc2ncnc3sc(C)c(C)c23)cc1C | 2.6% | 4.1% | 6.7% | -0.5% | 8.2% | 62.4%[activator] | -1.2% | 0.1% | ? | ? | 0.0%
CC1CCC2(CC1)NC(=O)N(CC(=O)N1CCN(S(=O)(=O)c3ccc4c(c3)CCC4)CC1)C2=O (configuration not stated) | 0.7%[1.84 µM] | / | -3.6% | -4.1% | 1.2% | / | / | / | 3.5% | 0.1% | -22.2%
Cc1cc(C)c(C#N)c(N)n1 | -6.4% | 3.3% | -8.9% | 5.0% | -2.5% | -3.9% | -3.9% | -5.0% | 3.7% | 3.1% | -3.6%
COc1ccccc1/C=C/C=C(\C#N)C(=O)NC(C)c1ccccc1 (configuration not stated) | 0.6% | 13.0% | 0.0% | 0.7% | 11.2% | ? | 3.6% | 11.0% | -19.2% | -3.1% | -37.4%
Cc1ccccc1-c1nc(-c2ccc(NC(=O)c3cccs3)cc2)no1 | ? | 1.6% | -6.0% | 3.98µM* | ? | 19.7% | -0.1% | -8.0% | 13.5µM* | 2.2% | 5.8%
Cc1ccc(C)c(N=C2CCCN2Cc2ccccc2)c1C#N | -2.3% | -3.7% | 4.8% | 2.1% | 3.8% | 3.9% | -0.4% | 39.3% | 0.0% | -2.7% | -9.2%
